DDE Tn6 FP inh = disrupts Tn6 cyclic peptide binding to fibrin D-Dimer-E complex | P02675 | Fibrin DD(E) TRITC-Tn6 fluorescence polarization displacement | inhibition, % at 8.3 µM | hit rate 0.21% among 370,000 | AID 720509;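 active = inhibition above a per-campaign cutoff: mean of compounds within control limits plus 3 SD, cut at about 15% in these data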;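 note: 0% = median of all compound wells on the plate and 100% = blocking peptide control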
ASAP1 inh = blocks human ASAP1-stimulated Arf1 GTP hydrolysis; GDP FP detection; inhibition, % at 16.5 µM; hit rate 0.19% among 360,000; AID 624377; in the data active = inhibition above about 25%;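 note: 0% = vehicle with enzyme and substrate and 100% = no enzyme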
Target sequence (Q9ULH1 325-724 limits assumed): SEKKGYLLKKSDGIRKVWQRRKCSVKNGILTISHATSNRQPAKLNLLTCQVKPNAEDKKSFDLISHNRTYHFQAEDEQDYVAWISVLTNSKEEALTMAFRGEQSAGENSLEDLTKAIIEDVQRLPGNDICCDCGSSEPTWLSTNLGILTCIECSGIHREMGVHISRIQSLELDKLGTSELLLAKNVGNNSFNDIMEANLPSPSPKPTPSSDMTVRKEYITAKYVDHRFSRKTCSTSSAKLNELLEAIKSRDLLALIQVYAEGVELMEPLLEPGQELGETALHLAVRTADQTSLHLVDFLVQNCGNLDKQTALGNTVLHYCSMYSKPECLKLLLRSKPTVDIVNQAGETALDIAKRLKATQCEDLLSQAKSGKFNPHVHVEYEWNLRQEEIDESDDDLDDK
PLCg1 inh = inhibitors of human phospholipase C gamma1. AID 720700. hit rate 0.84% among 370,000. inhibition, % at 12.2 µM. P19174. purified PLC-gamma1, fluorogenic substrate, fluorescence; in the data active = inhibition above about 9.5%
Tn7 DDE FP = DD(E)-Tn7 binding inhibition, primary FP screen; inhibition, % at 8.3 µM; FP displacement of FITC-Tn7 peptide from fibrin DD(E); 0% = median of compound wells per plate; P02675; hit rate 0.13% among 370,000;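 active = inhibition above the mean of compounds falling within the control limits plus 3 SD of them, cut at about 14% in these data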;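 note: 0% = plate median of compound wells and 100% = 10 µM Aha-Tn7 peptide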
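Assay system: human fibrin DD(E). Input: DD(E) 2 µM final. Medium: Tris buffer with calcium and detergent, pH 7.8. Compound dosing: single point at 8.3 µM. Timing: 10 min plus 3 h, room temperature. Technique: fluorescence polarization of the labelled Tn7 tracer. Read-out: percent inhibition. Replicates: singlicate testing.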
NR1D1 modulator = modulates human Rev-erb alpha binding to DNA | P20393 | Rev-erbα–FITC-DNA binding, fluorescence polarization, 90 min | activity, % at 10 µM | hit rate 0.79% among 370,000 | AID 1259318;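 active = activity above about 14%, limit read from the data; passing the limit was not always enough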;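 note: 0% = DMSO wells with 35 nM protein and 100% = DMSO wells with 750 nM protein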
Target sequence (P20393 whole entry, looked up): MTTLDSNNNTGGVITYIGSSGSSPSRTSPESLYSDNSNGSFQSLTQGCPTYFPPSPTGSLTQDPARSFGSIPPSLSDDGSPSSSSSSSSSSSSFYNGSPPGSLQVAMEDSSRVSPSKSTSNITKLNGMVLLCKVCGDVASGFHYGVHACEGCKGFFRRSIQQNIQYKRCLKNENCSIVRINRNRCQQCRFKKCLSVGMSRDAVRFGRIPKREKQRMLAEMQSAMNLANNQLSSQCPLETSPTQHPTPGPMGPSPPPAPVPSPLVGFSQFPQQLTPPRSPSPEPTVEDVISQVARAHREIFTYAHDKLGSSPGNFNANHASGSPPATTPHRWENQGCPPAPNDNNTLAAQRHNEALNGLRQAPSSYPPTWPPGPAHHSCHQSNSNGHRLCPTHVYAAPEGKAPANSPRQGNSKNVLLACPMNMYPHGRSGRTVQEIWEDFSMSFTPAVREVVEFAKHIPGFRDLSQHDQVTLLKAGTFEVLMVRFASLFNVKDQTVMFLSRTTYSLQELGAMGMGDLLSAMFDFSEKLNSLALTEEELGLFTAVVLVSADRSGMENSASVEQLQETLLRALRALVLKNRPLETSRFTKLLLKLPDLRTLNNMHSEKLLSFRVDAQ
UHRF1 binding = UHRF1 methyl-DNA binding inhibition | Q96T88 | UHRF1 binding to methylated oligo, TR-FRET | inhibition, % at 4.4 µM | hit rate 0.75% among 370,000 | AID 687016; in the data active = inhibition above about 21%;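 note: UHRF1 SRA domain binding a hemimethylated CpG hairpin DNA probe; 0% = median of test compound wells and 100% = reference inhibitor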
proKLK7 act = activators of human kallikrein-7 zymogen; purified proKLK7, EDANS-DABCYL substrate fluorescence; 100% is mature enzyme control, 0% vehicle; activation, % at 7 µM; hit rate 0.9% among 370,000; AID 652039;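 active = activation above the mean of all tested compounds plus 3 SD, computed per campaign excluding outliers beyond control limits, cut at about 13% in these data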
ARFGAP1 inhibitor = inhibits rat ARF GTPase activating protein 1. inhibition, % at 16.5 µM. AID 651572. hit rate 0.26% among 360,000. Arfgap1-stimulated ARF1 GTP hydrolysis, GDP FP detection. Q62848;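 active = inhibition above a per-plate limit, mean inhibition of low control wells plus 3 SD, cut at about 25% in these data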;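 note: 0% = DMSO wells with enzyme and 100% = wells lacking Arfgap1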
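System: truncated rat Arfgap1 GAP domain / Benchmarks: high control wells lacking Arfgap1, low control full reaction with DMSO / Times: compound-enzyme preincubation 20 min, reaction 120 min, detection 60 min, 25 °C / Repeats: one replicate per compound / Also added: human ARF1(Δ1-17)-GTP substrate / Measured by: Tracer-displacement fluorescence polarization with EDTA stop, 620/688 nm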
PLC-beta3 inh = PLC-beta3 (human) inhibition, primary screen. Purified PLC-beta3, fluorogenic substrate, fluorescence. inhibition, % at 12.2 µM. AID 720704. hit rate 0.18% among 370,000. Q01970; in the data active = inhibition above about 11%;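 note: 0% = median of compound wells on plate and 100% = full blocker control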
sPLA2-III inh = Inhibits HGIII-sPLA2 liposome hydrolysis, primary screen. QFRET BODIPY PC-A2 liposome hydrolysis, fluorescence. inhibition, % at 12.2 µM. hit rate 0.56% among 370,000;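 active = inhibition above mean plus 3 SD of compounds lying within the high and low control bounds, cut at about 19% in these data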;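 note: 0% = median of test compound wells and 100% = no enzyme DMSO wells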
* hit, by the source's call; i = inactive; / = not tested or not shown.

Structure	DDE Tn6 FP inh	ASAP1 inh	PLCg1 inh	Tn7 DDE FP	NR1D1 modulator	UHRF1 binding	proKLK7 act	ARFGAP1 inhibitor	PLC-beta3 inh	sPLA2-III inh
COc1ccc(/C=C(/C#N)S(=O)(=O)c2ccc(C)cc2)cc1	1	22	1	5	2	0	-0.2	0	0	-15
COc1ccc(N2C3=C(C(=O)CC(C)(C)C3)C(c3ccccc3OC)C3=C2CC(C)(C)CC3=O)cc1	-10	-11	-198	1	4	-1	22*	-47	-280	-8
O=C(CSc1nc(Nc2ccccc2)nc(N2CCOCC2)n1)Nc1ccc(Br)cc1F	1	11	-3	-3	-3	-2	0.1	0	-4	-3
CCOC(=O)c1c(NC(=O)CSc2nncs2)sc(C)c1C	7	0	-1	-3	-4	4	0.3	-11	1	-7
Cc1ccc(-c2nn(C)c(=O)c3ccccc23)cc1CN1CCOCC1	2	-6	1	4	3	0	-1.0	13	3	4
O=C(Oc1cccc(NC(=O)c2ccco2)c1)c1cccc(S(=O)(=O)N2CCCC2)c1	1	-21	-4	2	-4	2	0.3	4	4	-13
C=CCn1c(O)c(/C=C2\C=NN=C2c2ccccc2)sc1=S	-4	-4	4	7	3	-1	-0.1	6	-1	-22
CCOC(=O)NC(=O)COC(=O)c1ccc(O)cc1	-2	8	-2	0	-6	1	-0.2	-5	1	2
Cc1ccc(S(=O)(=O)N[C@@H](C)CO)cc1	4	-11	2	10	-3	-3	1.0	-6	6	3
Cc1cc2c(OCC(O)CNC3CCCCC3)cccc2[nH]1 (stereo not drawn)	-7	6	-2	1	-2	-1	-0.1	-15	0	4
CCOC(=O)c1cc(-c2ccccc2)sc1NC(=O)CC	-4	0	1	3	-4	7	0.4	-2	-3	15
Fc1ccc(Br)cc1C1C=C(c2ccc(Br)cc2)Nc2ncnn21 (stereo not drawn)	-2	-2	i	1	10	3	11	1	i	0
CC1(O)CC(=O)N(c2ccccc2)O1 (stereo not drawn)	4	3	0	6	-5	-6	0.2	7	-1	4
COc1cc2[nH]c(=S)n(CC3CCCO3)c(=O)c2cc1OC (stereo not drawn)	5	-7	2	2	1	-3	-0.1	-6	0	3
COc1c(C(C)(C)C)cc(S(=O)(=O)N2c3ccccc3C[C@H]2C)cc1C(C)(C)C	-3	/	1	-1	4	-1	/	/	4	6
COc1cc(CC(=O)OCC(=O)Nc2ccc3c(c2)OCO3)cc(OC)c1OC	-2	5	3	4	9	8	-0.4	19	-10	1
CCCCCN(C(=O)CCC(=O)OCC(=O)N1CCCCC1)c1c(N)n(CCCC)c(=O)[nH]c1=O	5	-3	3	2	0	0	0.2	1	-7	2
CCCCOc1cccc(C(=O)N(Cc2cccs2)C2CCS(=O)(=O)C2)c1 (stereo not drawn)	-5	-3	0	5	7	-2	0.8	4	-1	-15
CC(C)(C)c1ccc(-c2n[nH]c(=S)n2-c2ccccc2)cc1	-8	4	0	2	-1	-1	0.1	2	-10	13
COc1ccccc1NS(=O)(=O)c1ccc(Cl)cc1	6	-7	3	-7	-1	1	-0.7	12	0	-5
C1=C[C@H]2CCCN3CC[C@@H]([C@@H]2[C@]32CO2)[C@H]1CCOCc1ccccc1	4	9	-2	2	2	-4	0.9	9	-1	2
CC(=O)Nc1ccc(S(=O)(=O)N(CC(=O)NCC2CCCO2)Cc2ccccc2Cl)cc1 (stereo not drawn)	4	7	3	6	-4	-3	0.7	-4	3	-6
Cc1ccc(N2CC(C(=O)Nc3c4c(nn3C(C)(C)C)CS(=O)(=O)C4)CC2=O)cc1C (stereo not drawn)	-4	11	1	-3	3	1	0.5	4	-2	-1
N#Cc1ccc(N2CCN(C(=O)c3cccc(F)c3)CC2)c(F)c1	11	3	-3	3	1	0	0.1	-7	2	-4
COC(=O)c1c(C)n(-c2ccc(OC)cc2)c2ccc(O)cc12	-10	6	-1	-5	2	4	-0.6	8	5	-5

Other entries:
Structure	DDE Tn6 FP inh	ASAP1 inh	PLCg1 inh	Tn7 DDE FP	NR1D1 modulator	UHRF1 binding	proKLK7 act	ARFGAP1 inhibitor	PLC-beta3 inh	sPLA2-III inh
CC(C)CC(C)NNC(=O)c1cc2ccccc2[nH]1 (stereo not drawn)	-2	2	0	4	0	3	0.1	3	-3	0
CC(C)OC(=O)CSc1nnc2c3ccccc3n(C)c2n1	-6	9	-2	3	0	0	-0.1	-2	-1	-2
O=C(CSc1nnc(-c2ccc(Br)cc2)o1)Nc1cccc(C(=O)O)c1	7	-6	0	2	-1	0	-0.1	5	-7	4
O=C(Nc1ccccn1)C1CCN(S(=O)(=O)c2ccc3ccccc3c2)CC1	-4	-9	4	0	6	2	-0.8	0	-5	0
COC(=O)c1sccc1NC(=O)Cn1nnc(-c2ccc(C)cc2)n1	6	2	1	-1	4	-3	0.0	-1	2	-16
COc1ccc(CCNC(=O)CCC(=O)N2CCN(S(=O)(=O)c3ccc(Cl)cc3)CC2)cc1OC	-2	-9	2	1	-3	0	-0.1	0	4	1
CCCn1c(=O)c2c(nc3n2CCCN3Cc2ccccc2)n(C)c1=O	1	3	1	0	3	-1	-0.6	-6	1	8
CCCCCNCC(=O)Nc1cc(C(F)(F)F)ccc1OCCOC	-9	-8	2	4	3	48*	-0.1	5	2	-7
C/C(CC(=O)Nc1ccccn1)=N\NC(=O)C(=O)Nc1cccc(C)c1	5	0	-8	2	-4	-8	-1.2	-8	-12	0
CCOC(=O)Cc1nnc(Nc2cccc(C)c2)c2ccccc12	12	5	-26	-8	-1	1	0.1	-5	-35	-36
COCCNC(=O)C[C@H]1C[C@H]2c3cc(NS(=O)(=O)c4ccc(F)cc4)ccc3O[C@H]2[C@H](CO)O1	-5	-5	2	4	-10	-2	-0.2	-7	2	1
CCOc1ccc(N2CC(C(=O)NCCC3=CCCCC3)CC2=O)cc1 (stereo not drawn)	-1	-5	2	-3	-7	0	-0.1	-5	3	1
Cc1c(NC(=O)/C=C/C(=O)O)cccc1[N+](=O)[O-]	-4	8	-1	-4	-1	0	0.1	-4	3	3
CN(CC(=O)NCc1ccccc1)S(=O)(=O)c1ccc2c(c1)CCC(=O)N2	3	-2	-2	3	0	-1	-0.5	7	-4	4
Cc1cc(-c2n[nH]c(=S)n2Cc2ccco2)nn1C	-3	-2	0	2	-4	3	-0.5	-5	-3	19
FC(F)(F)c1ccc(Cl)c(NC2=NCCCCC2)c1	-2	-5	-1	6	3	-1	0.0	-6	-5	3
Cc1ccc(COc2ccc(/C=N/O)cc2)cc1	-3	0	1	4	-7	4	-0.3	2	-2	1
Cc1ccccc1C(=O)c1cccn1CC(=O)NCc1ccc(Cl)cc1	2	1	-1	1	-2	-2	0.2	8	-1	-7
Cc1ccc(OCC(O)Cn2c(N3CCCCC3)nc3c2c(=O)[nH]c(=O)n3C)cc1 (stereo not drawn)	-8	5	-1	0	-5	0	-0.4	0	2	6
Fc1ccc2c(Cl)c(-c3nnc(-c4cccs4)o3)sc2c1	2	4	-1	-4	12	0	0.8	-3	-1	4
Cc1nn(Cc2cccc(C(N)=O)c2)c(C)c1Br	-1	-2	0	-9	-2	-1	0.4	-1	-5	2
COc1cc(O)oc1C=Nc1ccc(Cl)cc1Cl	-4	1	-3	4	-5	1	0.1	-7	1	-1
CCCCCCn1c(CN2CCN(C(=O)c3ccco3)CC2)nc2c1c(=O)n(C)c(=O)n2C	8	5	-1	4	9	-1	0.5	-1	0	-3
CSc1cnc2c(N)nc(N(C)C)nc2n1	-8	3	-118	6	-3	1	1.6	3	-113	17
CCOC(=O)c1ccc(-c2c(-c3ccc4c(c3)OCO4)noc2C)cc1F	4	1	3	-5	6	-5	0.2	-6	7	-15

Next entries follow:
Structure	DDE Tn6 FP inh	ASAP1 inh	PLCg1 inh	Tn7 DDE FP	NR1D1 modulator	UHRF1 binding	proKLK7 act	ARFGAP1 inhibitor	PLC-beta3 inh	sPLA2-III inh
Cc1cc(C)cc(OCC(=O)Nc2cccc(S(=O)(=O)NC3=NCCC3)c2)c1	-5	2	9	1	1	-2	0.0	-2	-4	-17
CCC(C)c1ccc(S(=O)(=O)N2CCN(C(C)CC(=O)O)CC2)cc1 (stereo not drawn)	0	5	1	5	1	-1	0.0	-5	-3	1
CCCCCCCCC(NC(=O)c1ccc(C#N)cc1)C(=O)NCCC (stereo not drawn)	3	10	5	-3	1	2	-0.1	11	3	7
CCOc1ccc(C(=O)Nc2cccc(-c3ccc(N4CCOCC4)nn3)c2)cc1OCC	-3	18	-2	-3	2	1	-0.1	18	-11	-3
O=C(NC1(C(F)(F)F)NC(=O)N(Cc2cccnc2)C1=O)c1ccccc1 (stereo not drawn)	-5	-9	3	3	5	8	-0.4	8	5	6
Cc1ccc(-n2cc(CN3CCC(CO)(Cc4ccccc4)CC3)cn2)cc1	-1	1	0	1	-3	-1	0.2	-8	3	-21
O=C(C(=O)N1CCC(CNC(=O)c2cccnc2Cl)CC1)c1cc2ccccc2o1	-7	5	3	4	5	8	0.1	3	0	19
COc1ccc([C@H]2C(C(=O)O)=C[C@@H](CC3CCCC3)N2S(=O)(=O)c2ccc(C)cc2)cc1OC	1	2	-5	-2	-9	0	0.2	-9	-4	-30
N#Cc1c(-c2ccncc2)cc(-c2ccc(F)cc2)nc1N	4	-2	-396	4	13	0	5.0	1	i	4
COc1ccc(NC(=O)CN(C)Cc2c(F)cccc2Cl)cc1S(=O)(=O)N1CCCCC1	2	4	3	0	0	1	-0.7	-2	-2	0
COC(=O)[C@]12C[C@H](CC(=O)N3CCCC3)C(=O)N(Cc3ccccc3)C1=C[C@H](C(C)(C)C)O[C@@H]2C	4	-16	1	3	-8	-1	0.4	4	0	-2
O=C(COC(=O)/C=C/c1ccc(F)cc1)Nc1ccc(S(=O)(=O)N2CCOCC2)cc1	1	12	0	5	10	-4	0.9	17	-8	-6
Cc1cc(NC2CCCCC2)nc2ccccc12	-2	5	-20	-1	-7	5	-0.8	0	-15	9
Cc1ccc(CSCCNC(=O)c2ccccc2)cc1	-7	-5	1	3	-2	4	0.1	-5	-1	10
CCc1ccc(CN(C)C(=O)c2ccc3c(c2)OCCO3)cc1	2	14	0	6	0	0	-0.2	-7	-3	3

Random excerpt: four records from the list.
Structure	DDE Tn6 FP inh	ASAP1 inh	PLCg1 inh	Tn7 DDE FP	NR1D1 modulator	UHRF1 binding	proKLK7 act	ARFGAP1 inhibitor	PLC-beta3 inh	sPLA2-III inh
Cc1cc(NC2CCCCC2)nc2ccccc12	-2	5	-20	-1	-7	5	-0.8	0	-15	9
Cc1cc(C)cc(OCC(=O)Nc2cccc(S(=O)(=O)NC3=NCCC3)c2)c1	-5	2	9	1	1	-2	0.0	-2	-4	-17
O=C(COC(=O)/C=C/c1ccc(F)cc1)Nc1ccc(S(=O)(=O)N2CCOCC2)cc1	1	12	0	5	10	-4	0.9	17	-8	-6
CCCCCCCCC(NC(=O)c1ccc(C#N)cc1)C(=O)NCCC (stereo not drawn)	3	10	5	-3	1	2	-0.1	11	3	7
